Bioassay records (PubChem)
TDP1 inh: qHTS Assay for Inhibitors of Tyrosyl-DNA Phosphodiesterase (TDP1); recombinant TDP1, AlphaScreen DNA substrate cleavage; Potency, µM (titrated, usually from 130 µM), inactives show at the highest dose activity change, negative = inhibition, actives largely listed as inhibitors; hit rate 0.28% among 350,000; also: nearly all actives have a fitted effect of over 40% in size
Target sequence (Q9NUW8 whole entry, looked up): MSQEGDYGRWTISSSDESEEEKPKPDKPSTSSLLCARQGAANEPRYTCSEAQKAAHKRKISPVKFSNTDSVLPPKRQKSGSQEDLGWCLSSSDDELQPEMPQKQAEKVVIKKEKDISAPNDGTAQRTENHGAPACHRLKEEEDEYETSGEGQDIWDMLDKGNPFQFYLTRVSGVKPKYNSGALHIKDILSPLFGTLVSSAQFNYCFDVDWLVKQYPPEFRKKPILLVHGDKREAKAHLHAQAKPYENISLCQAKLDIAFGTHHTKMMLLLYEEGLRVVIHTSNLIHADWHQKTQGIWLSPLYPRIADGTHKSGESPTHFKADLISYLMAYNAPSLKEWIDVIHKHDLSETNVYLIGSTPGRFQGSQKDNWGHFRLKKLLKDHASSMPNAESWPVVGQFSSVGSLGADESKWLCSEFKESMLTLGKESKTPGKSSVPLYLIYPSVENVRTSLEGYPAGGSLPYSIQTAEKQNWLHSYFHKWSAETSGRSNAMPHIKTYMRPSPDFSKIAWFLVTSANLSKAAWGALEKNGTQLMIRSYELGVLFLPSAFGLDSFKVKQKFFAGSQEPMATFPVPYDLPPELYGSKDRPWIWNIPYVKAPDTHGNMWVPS
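Enzyme-compound mixtures sat 15 min at room temperature, followed by a 5 min reaction with 15 nM final substrate and 10 min with AlphaScreen beads. Recombinant human Tdp1 was used at 1 nM final.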
N370S GC mod: qHTS Assay for Inhibitors and Activators of N370S glucocerebrosidase as a Potential Chaperone Treatment of Gaucher Disease; Lysosomal acid glucosylceramidase (Homo sapiens), P04062; AID 2101, 2009; N370S GC spleen homogenate, 4MU-glucoside fluorescence; hit rate 0.092% among 330,000; Potency, µM (series often up to 59.4 µM), for the others: at the highest dose activity change, negative = inhibition, hits mostly inhibitors;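 also: 0% = full enzyme activity and -100% = no enzyme basal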
FEN1 inh: qHTS Assay for the Inhibitors of Human Flap endonuclease 1 (FEN1) | P39748 | Recombinant FEN1 flap cleavage, fluorescence, 15 min | Potency, µM (titrated, usually from 114 µM), without a hit: top-dose activity change, negative = inhibition, usual class: inhibitors | hit rate 0.35% among 390,000; also: nearly all actives have a fitted effect of over 65% in size
Target sequence (P39748 whole entry, looked up): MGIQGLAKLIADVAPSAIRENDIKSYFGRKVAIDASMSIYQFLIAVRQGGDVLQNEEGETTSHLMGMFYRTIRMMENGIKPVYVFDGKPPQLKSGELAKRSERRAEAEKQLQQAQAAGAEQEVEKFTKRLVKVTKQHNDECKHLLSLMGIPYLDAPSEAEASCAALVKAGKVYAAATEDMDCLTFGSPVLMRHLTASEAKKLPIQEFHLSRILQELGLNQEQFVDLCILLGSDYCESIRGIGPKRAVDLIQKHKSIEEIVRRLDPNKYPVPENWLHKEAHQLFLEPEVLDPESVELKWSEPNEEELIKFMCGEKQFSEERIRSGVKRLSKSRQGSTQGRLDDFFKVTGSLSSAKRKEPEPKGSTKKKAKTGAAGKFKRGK
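Reaction started by adding substrate (50 nM final) to 10 nM enzyme after 15 min room-temperature compound preincubation. Reads at 0 and 15 min, with data normalized and fitted to a four-parameter Hill equation.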
* marks the source's active call; other numbers are inactive results; ? = inconclusive; / = no result given; & = joins results of further samples; [ ] = remark or other dose. Calls follow the shape of the dose curve; as a rule, active = well fitted curve in the direction sought with a large enough effect; inconclusive = small, poorly fitted or top-dose-only effect, or another doubt; inactive = no such curve, though single readings can be large; an effect the other way counts as inactive or inconclusive. Unless noted, % is scaled to controls: 0 for no effect and ±100 for the full control effect; potency is read from the fitted curve at half-maximal effect. Rows are unselected; overall some 0.53% were active at least once.

The opening 3 records, ahead of the listing:
item | SMILES | TDP1 inh | N370S GC mod | FEN1 inh
1 | Cc1ccc(-c2cc(NC(=O)COc3ccc(Cl)c(C)c3)on2)cc1 | 2.5% | / | 13.0%
2 | O=C(C[C@H]1C[C@H](C(=O)N2CCCCC2)[C@@]2(CCc3ccccc3)c3[nH]c4cc(-c5ccco5)ccc4c3CCN2C1=O)NCc1cccc(C(F)(F)F)c1 | -3.6%[56.1 µM] | / | -18.0%
3 | Cc1ccc(CCNC(=O)c2nnc(Cc3cccc(F)c3)o2)cc1 | 1.3% | / | 10.8%

The whole of this part, from the start:
item | SMILES | TDP1 inh | N370S GC mod | FEN1 inh
1 | Cc1ccc(-c2cc(NC(=O)COc3ccc(Cl)c(C)c3)on2)cc1 | 2.5% | / | 13.0%
2 | O=C(C[C@H]1C[C@H](C(=O)N2CCCCC2)[C@@]2(CCc3ccccc3)c3[nH]c4cc(-c5ccco5)ccc4c3CCN2C1=O)NCc1cccc(C(F)(F)F)c1 | -3.6%[56.1 µM] | / | -18.0%
3 | Cc1ccc(CCNC(=O)c2nnc(Cc3cccc(F)c3)o2)cc1 | 1.3% | / | 10.8%
4 | C#CCn1ccc(O)c(Cc2ccccc2)c1=O | / | -4.4% | 6.7%
5 | CSc1ccc(/C=N/NC(=O)c2ccc(O)cc2)cc1 | 0.6% | 3.4% | 10.7%
6 | CCc1noc(C)c1C(=O)N1CCSC1=Nc1cccc(Cl)c1C | 2.0% | -3.9% | -13.9%
7 | CN(C)c1ccc(/C=N/n2c(-c3ccccc3Br)n[nH]c2=S)cc1 | / | -3.1% | 13.3%
8 | Cc1ccc(-n2nnnc2SCC(=O)Nc2ccc3c(c2)OCCO3)cc1C | -3.9%[56.1 µM] | 5.8% | 3.4%
9 | O=S1(=O)C2CC3C=CC2(O3)C(O)C(Cc2ccccc2)N1Cc1cccc(C(F)(F)F)c1 (stereo not given) | 8.5% | -9.4% | 13.6%
10 | CC(CC(C)C(=O)N1CCOCCN(C(=O)C(C)CC(C)C(=O)O)CCOCC1)C(=O)O (stereo not given) | 1.9% | -6.7% | -0.1%
11 | O=C(Cc1ccccc1[N+](=O)[O-])NNC(=O)c1cccs1 | 1.0% | / | 0.4%
12 | O=C(CSc1nccn1Cc1ccco1)Nc1ccccc1 | 0.7% | 12.7% | -9.1%
13 | CCN(c1ccccc1)S(=O)(=O)c1c(C)nc2scc(C)n2c1=O | 0.0% | / | -10.1%
14 | CC(=O)NS(=O)(=O)c1ccc(N2C(=O)c3ccccc3C2=O)cc1 | 5.8% | 20.8% | -8.4%
15 | COc1cccc(OCc2nc3ncc(Br)cc3[nH]2)c1 | 4.8% | 0.5% | -3.3%
16 | O=C(c1ccc(Cl)cc1)C1C2C(=O)N(c3ccccc3)C(=O)C2C2CCCN21 (stereo not given) | 7.7% | -10.3% | -2.2%
17 | N=Nc1c(O)n(CC(=O)Nc2ccccc2)c2ccccc12 | 1.8% | -5.1% | 9.5%
18 | Clc1ccc(-c2nnc(-c3ccc(Br)cc3)c(N3CCSCC3)n2)cc1 | 3.4% | 6.2% | 4.4%
19 | Cc1nn(-c2ccccc2)c(Cl)c1/C=C/C(=O)c1ccc(O)cc1 | -3.2% | 2.2% | -3.7%
20 | CC(=O)NCc1ccc(S(=O)(=O)N/N=C/c2ccc(Br)cc2)cc1 | -1.1% | 3.6% | 4.9%
21 | O=c1c2[nH]c3cccc(Cl)c3c2ncn1Cc1ccncc1 | 1.0% | -9.2% | -5.9%
22 | O=C(CCCNS(=O)(=O)c1cccc2nsnc12)NCc1ccc(Cl)cc1 | 6.0% | -8.6% | -6.8%
23 | CC(C)Cn1c(SC(C)C(=O)NC2CC2)nnc1-c1ccccc1F (stereo not given) | 1.2% | / | 14.4%
24 | Cc1cc(C(=O)OCC(=O)Nc2ccccc2C)c(C)o1 | 2.0% | / | -2.6%
25 | COc1ccc(S(=O)(=O)NNC(=O)c2sccc2-n2cccc2)cc1 | 5.0% | 8.4% | 1.2%
26 | O=C(NC1CCCCCC1)C1CCCN(S(=O)(=O)c2cccs2)C1 (stereo not given) | 4.5% | -3.2% | 2.3%
27 | COC(=O)c1ccccc1NC(=O)Nc1ccc(Br)cn1 | -3.6% | -8.9% | 4.6%
28 | CC(C)CN(CC(C)C)C(=O)COc1ccccc1C(N)=O | 3.8% | 0.5% | -5.0%
29 | O=S(=O)(Nc1nc2cc3c(cc2nc1Cl)OCCO3)c1ccccc1 | -2.6% | -0.6% | -20.1%
30 | O=C1c2ccccc2C(Nc2ccc3c(c2)OCCO3)N1Cc1ccccc1 (stereo not given) | 12.8% | 15.3% | -6.8%
31 | CCCCOc1ccc(N(CC(=O)NCCOC)C(=O)CCC(=O)Nc2ccccn2)cc1 | / | 1.2% | -16.4%
32 | CCCn1cnc2cc(NCc3ccccn3)ccc21 | 3.7% | 2.0% | -24.0%
33 | C=CCCN(Cc1ccccc1)S(=O)(=O)c1cc(Br)ccc1Br | -17.1% | / | -19.7%&8.2%
34 | Cc1cc(OC(C)C(=O)N(Cc2ccco2)Cc2ccco2)cc(C)c1Cl (stereo not given) | 2.3% | / | -16.3%
35 | COC(=O)c1c(NC(=O)/C(C#N)=C/c2ccccc2)sc2c1C(C(=O)OC)CC2 (stereo not given) | 3.1%[12.3 µM] | / | 2.7%
36 | O=C(O)CCCC(=O)N1CCN(c2nc(-c3ccccc3)c3ccccc3n2)CC1 | 0.0% | 0.3% | -3.2%
37 | COc1ccc(-c2ccc(SCC(=O)N3CC(=O)Nc4ccccc43)nn2)cc1 | 0.0% | -2.8% | 12.6%
38 | CCCCNc1nc(N)nc(-c2cc(Cl)ccc2O)n1 | 2.6% | 17.0% | ?
39 | COc1ccc(-c2sc3cc4c(cc3c2C#CCO)OCO4)cc1 | -7.0% | / | -29.3%
40 | Cc1cc(C)n(C(C)CC(=O)Nc2ccc3c(c2)OCO3)n1 (stereo not given) | 4.4% | -12.6% | 21.3%

Record cards (already shown):
`CCN(c1ccccc1)S(=O)(=O)c1c(C)nc2scc(C)n2c1=O` as listed: TDP1 inh: 0.0%; N370S GC mod: /; FEN1 inh: -10.1%
`COc1ccc(-c2ccc(SCC(=O)N3CC(=O)Nc4ccccc43)nn2)cc1` as listed: TDP1 inh: 0.0%; N370S GC mod: -2.8%; FEN1 inh: 12.6%
`COc1ccc(-c2sc3cc4c(cc3c2C#CCO)OCO4)cc1` as listed: TDP1 inh: -7.0%; N370S GC mod: /; FEN1 inh: -29.3%

The list continues.
item | SMILES | TDP1 inh | N370S GC mod | FEN1 inh
41 | O=C(O)CN1CCOCCOCCN(CC(=O)O)CCOCCOCC1 | 5.3% | 8.7% | /
42 | CCN1C(=O)N[C@@H](CCc2ccccc2)C(C(C)=O)=C1C | 5.4%[21 µM] | -0.5%[12.8 µM] | -19.6%
43 | Cc1cc(-n2c(C)cc(C(=O)CSc3nnnn3-c3ccc(Cl)cc3)c2C)no1 | 2.4% | 20.5% | 5.8%
44 | Cc1ccc(C(=O)c2sc(Nc3ccc(F)cc3)nc2N)c(C)c1 | 7.9% | / | -20.5%
45 | CCOc1ccc(CNC(=O)c2cnc3sc(N4CCC(C)CC4)nn3c2=O)cc1OC | 2.6% | / | 10.4%
46 | COc1cccc(C2c3c(oc4ccccc4c3=O)C(=O)N2CCCN(C)C)c1OC (stereo not given) | -7.7% | -4.5% | -2.3%
47 | COc1ccc(OC)c(S(=O)(=O)Nc2c(NC3CCCCC3)c3ccccc3oc2=O)c1 | 3.1% | 11.4% | 3.3%
48 | CCOc1ccc(CN2CCNC(=O)C2CC(=O)NCC2CCOCC2)cc1 (stereo not given) | 3.2% | -2.0% | 10.6%
49 | COc1ccccc1C(=O)Nc1ccc2c(c1)n(C)c(=O)n2C | 4.0% | -0.9% | -15.4%
50 | COc1ccc(/C=C/C(=O)Nc2ccc3c(c2)OCCO3)cc1OC | -2.4% | -1.8% | 0.3%
51 | O=C(C1CC1)N1CCc2cc(Br)cc(S(=O)(=O)N3CCCCCC3)c21 | 5.2% | 29.3% | -18.6%
52 | CCOc1ccc(NC(=O)COC(=O)Cn2cnnn2)cc1OCC | 2.6% | 1.7% | -2.6%
53 | Cc1nc(SCC(=O)Nc2c(C)n(C)n(-c3ccccc3)c2=O)c(C#N)c(C)c1C | 1.3% | / | 9.2%
54 | COc1ccc(CC(=O)NNC2=Nc3cccc4cccc2c34)cc1OC | 3.9% | -2.5% | 15.6%
55 | Nc1ncc2c(n1)CCN(c1ccc([N+](=O)[O-])cc1)C2 | / | -4.2% | -17.3%
56 | O=C(CCc1nnc(-c2ccc3c(c2)OCO3)o1)NCCc1ccccc1F | 1.9% | -1.5% | -15.0%
57 | CCCCN(C)CCCNC(=O)C1CCN(S(=O)(=O)CC)CC1 | 5.2% | / | -0.6%
58 | CC1CCC(NC(=O)CCCCn2c(=O)[nH]c3ccsc3c2=O)CC1 (stereo not given) | -16.6% | 1.6% | 13.9%
59 | Cc1cc(-c2ccccc2)n2ncc(C#N)c2n1 | -1.0% | 6.2% | 13.0%
60 | COc1ccc(/C=C2\Sc3ccc(C(=O)NCCN4CCCCCC4)cc3N(C)C2=O)cc1 | 12.4% | -27.5% | ?

Next section:
cpd	canonical_smiles	TDP1 inh	N370S GC mod	FEN1 inh
61	Cn1c(/C=N/n2cnnc2)nc2ccccc21	3.3%	5.0%	-10.6%
62	O=C(COc1ccc(Br)cc1CO)Nc1ccccc1	-2.0%	4.1%	-9.6%
63	CC(NC(=O)COc1ccc(-c2ccccc2)cc1)C1CCCO1 (stereo not given)	0.1%	-12.1%	6.8%
64	CCOC(=O)c1cc(NC(=O)COc2ccc([N+](=O)[O-])cc2)cc(C(=O)OCC)c1	4.2%	1.1%	-1.0%
65	COc1ccc2cc(C(=O)C3CCCN(C(=O)c4cncs4)C3)ccc2c1 (stereo not given)	5.1%	-2.7%	6.0%
66	Cc1occc1C(=O)NN=C1C2CC3CC(C2)CC1C3	2.4%	-19.2%	0.2%
67	CCOc1ccc(S(=O)(=O)N2CCCC(C(=O)NCC3CCCO3)C2)cc1 (stereo not given)	2.2%	1.0%	11.5%
68	CNC(=S)NCCc1cc2c(OC)ccc(OC)c2[nH]c1=O	5.8%	6.2%	11.1%
69	O=C(NCc1ccccc1Cl)C1CCCN(c2nc3ccccc3n3cccc23)C1 (stereo not given)	5.2%	/	-7.2%
70	Cc1ccc(C)c(Nc2nn3c(=O)c4ccc(C(=O)NC5CCCCC5)cc4nc3s2)c1	5.6%	/	0.0%
71	CCN(/N=C/C=C/c1ccccc1)c1cc(=O)n(C)c(=O)[nH]1	-1.1%	-4.2%	7.2%
72	O=C(CNCC1CCCO1)N1CCCc2ccccc21 (stereo not given)	1.0%	3.4%	-2.9%
73	COc1ccc(S(=O)(=O)N2CCCCC2)cc1NC(=O)CNc1ccccc1N1CCCC1=O	-0.3%[56.1 µM]	/	-0.4%
74	CCCC(C(=O)Nc1cccc(S(=O)(=O)N2CCCC2)c1)c1ccccc1 (stereo not given)	/	-0.9%	-7.4%
75	COc1ccc(C2=NN(S(C)(=O)=O)C(c3cccs3)C2)cc1 (stereo not given)	6.0%	2.0%	-3.0%
76	O=C(Oc1ccc(-c2nnco2)cc1)C1CCN(C(=O)c2ccc(F)cc2)CC1	4.3%	-4.6%	4.4%
77	Cc1occc1-c1nnc(SCC(=O)Nc2ccccn2)o1	2.6%	6.1%	-5.7%
78	CC1=NN(C(N)=S)C(=O)C1N=Nc1ccccc1C(=O)O (stereo not given)	/	1.5%	-0.5%
79	CCCCCC(C(=O)O)C(C)CC(=O)NC1CCCCC1 (stereo not given)	1.9%	3.8%	-2.3%
80	COc1cccc(S(=O)(=O)NCc2ccc(C(=O)NCC3CCCO3)cc2)c1 (stereo not given)	5.2%	3.1%	-14.8%
81	O=C1/C(=C/c2ccc(O)c(O)c2)Oc2cc(O)ccc21	/	-26.0%	?
82	CC(C)C(=O)OCC(=O)NCc1ccccc1Cl	-1.8%	1.3%	5.0%
83	Cc1ccc(S(=O)(=O)NCCNC(=O)c2cc(OCC(F)(F)F)ccc2OCC(F)(F)F)cc1	1.0%	12.7%	6.8%
84	C=CCn1nnnc1SCC(=O)Nc1ccc(C(=O)OC)cc1	-0.7%	-4.2%	12.4%
85	C[C@@H]1CN([C@@H](C)CO)C(=O)Cc2cc(NC(=O)Nc3ccc(C(F)(F)F)cc3)ccc2O[C@@H]1CN(C)S(=O)(=O)c1ccc(Cl)cc1	1.2%	/	-8.8%
86	CC1=C(C(=O)Nc2ccc(C(=O)NCCCN3CCCCC3)cc2)SCCO1	1.1%	-0.8%	-3.4%
87	CCCN1CCN(CC2=C(C(=O)OCC)C(c3cccc(OC)c3OC)NC(=O)N2)CC1 (stereo not given)	-1.2%	/	16.2%
88	CCCCN1CCC[C@H]1CNC(=O)c1cc(C#N)c2ccccc2c1OC	7.5%	0.1%	/
89	O=C(CN1CCN(c2ccccn2)CC1)Nc1ccc(F)cc1F	/	1.4%	1.0%
90	COc1ccc(NS(=O)(=O)c2ccc(C)c(C(=O)NCC(c3ccco3)N(C)C)c2)cc1 (stereo not given)	1.8%	-10.4%	-8.5%
91	CCOc1cccc(OCCOc2ccccc2[N+](=O)[O-])c1	-5.9%	11.0%	-11.0%
